Wnt bcat act – Wnt/beta-catenin pathway activators, primary screen, cell-based, plate reader, single point | Wnt/beta-catenin reporter cell assay, activator | activation, % at 9.35 µM | 300,000 tested, 1.2% active | AID 743398, 2014; in the data active = activation above about 30%, passing the limit was not always enough; inconclusive = no clear call, values can overlap the other calls;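 note: 0% = neutral control wells and 100% = positive control wells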
CAL PDZ FP-1 – untagged CAL PDZ binding inhibitors, primary screen, biochemical, fluorescence polarization, HTS; Golgi-associated PDZ and coiled-coil motif-containing protein (Homo sapiens), Q9HD26; purified CAL PDZ, TMR-peptide fluorescence polarization, 1 h; inhibition, % at 24.9 µM; 300,000 tested, 0.92% active; AID 602252, 2012;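 active = mean inhibition of at least 30% with at least half of replicates also reaching 30%; inconclusive = no clear call, values can overlap the other calls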;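 note: 0% = DMSO neutral control and 100% = excess unlabeled competitor peptide PRC23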
RTF Ca sens act – cardiac RTF calcium sensitivity activators, primary screen, biochemical, IANBD-TnC fluorescence, EC20 calcium; 340,000 tested, 0.24% active; activation, % at 7.2 µM; AID 493008, 2010; IANBD-labeled TnC RTF fluorescence at EC20 calcium; 0% EC20 calcium, 100% full calcium; Troponin I, cardiac muscle (Homo sapiens) + Troponin T, cardiac muscle (Homo sapiens) + …;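 active = activation above the mean over all tested compounds plus 3 SD, cut at about 30% in these data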;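 note: rise in fluorescence read as greater calcium sensitivity of cardiac thin filaments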
CDK5 inh – inhibitors of human CDK5/p35 kinase, primary screen, biochemical, single concentration | Cyclin-dependent kinase 5 (Homo sapiens) + Cyclin-dependent kinase 5 activator 1 (Homo … | Recombinant CDK5/p35, ADP-Glo luminescence, 60 min | inhibition, % at 10 µM | 330,000 tested, 0.01% active | AID 488839, 2010;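 active = highest replicate inhibition of at least 50% and at least 75% of replicates reaching 50%; inconclusive = only one of the two criteria met; inactive = both criteria failed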;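 note: plate controls were DMSO neutral control for no effect and GW8510 at 10 µM for full effect; many of its hits are not listed in these tables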
Target sequence (Q00535 whole entry, looked up): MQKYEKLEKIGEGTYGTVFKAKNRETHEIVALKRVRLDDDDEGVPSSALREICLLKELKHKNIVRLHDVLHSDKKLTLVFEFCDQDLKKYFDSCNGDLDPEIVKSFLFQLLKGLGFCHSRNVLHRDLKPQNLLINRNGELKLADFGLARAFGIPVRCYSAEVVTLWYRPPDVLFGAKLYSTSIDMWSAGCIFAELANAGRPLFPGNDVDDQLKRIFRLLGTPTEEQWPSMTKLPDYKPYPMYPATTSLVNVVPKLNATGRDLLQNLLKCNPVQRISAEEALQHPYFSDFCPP
Target sequence (Q15078 whole entry, looked up): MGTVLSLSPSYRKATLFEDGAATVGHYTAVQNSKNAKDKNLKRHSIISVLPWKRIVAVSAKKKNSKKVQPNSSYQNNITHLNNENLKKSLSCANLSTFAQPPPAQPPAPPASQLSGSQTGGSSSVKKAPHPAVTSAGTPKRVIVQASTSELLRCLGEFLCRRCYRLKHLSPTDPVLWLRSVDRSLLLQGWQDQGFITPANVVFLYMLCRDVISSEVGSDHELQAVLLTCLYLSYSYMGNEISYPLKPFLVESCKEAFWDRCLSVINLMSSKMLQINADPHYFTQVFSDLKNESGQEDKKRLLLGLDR
Tat transport – E. coli Tat export inhibitors, primary screen, MC4100, TorA-mCherry reporter, fluorescence, single point; inhibition, % at 10 µM; 340,000 tested, 0.036% active; AID 488895, 2010;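 active = mean replicate inhibition at least 50% and at least half of replicates individually reaching 50%; inconclusive = only one of the two criteria met; inactive = neither criterion met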;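 note: exported cargo escapes ClpAP degradation while cytoplasmic cargo is degraded and loses fluorescence; 0% = median of neutral control wells and 100% = median of NaSCN control wells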
MITF act – activators of MITF-driven TRPM1 promoter reporter, primary screen, cell-based, SK-MEL-5, luciferase, single point; activation, % at 12.5 µM; SK-MEL-5 TRPM1-promoter luciferase, 24 h; % of positive control, neutral wells = 0; 300,000 tested, 0.75% active;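 active = mean activation of at least 80% with every replicate also reaching 80%; inconclusive = mean reaches 80% but some replicate falls short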;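 note: 0% = neutral control wells and 100% = parthenolide positive control wells; values of inactives mirror those of a sister screen read the other way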
V-ATPase pH – regulators of yeast V-ATPase proton pumping, primary screen, pHLuorin cytosolic pH fluorescence. S. cerevisiae. response, % at 10 µM. 350,000 tested, 0.37% active. AID 504577, 2011; in the data active = response mostly above about 7.3%, no sharp cut-off; inactive = mostly below about 5.4%; note: actives read high; inactives centre near 0; some compounds called inactive have numbers as strong as hits; reference of the scale not given here
CAL PDZ FP-2 – CAL PDZ peptide-binding inhibitors, primary screen, biochemical, fluorescence polarization, Cer-tagged CAL PDZ, HTS. inhibition, % at 20 µM. purified CAL PDZ, TMR-peptide fluorescence polarization, 1 h. AID 504414, 2011. 330,000 tested, 0.02% active. Golgi-associated PDZ and coiled-coil motif-containing protein (Homo sapiens), Q9HD26;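 active = highest replicate inhibition of at least 40%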;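 note: plate controls were DMSO neutral control wells for no effect and unlabeled competitor peptide control wells for full effect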
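System: purified tagged CAL PDZ domain construct (CerCALP). Schedule: 1 h incubation at room temperature before polarization reading. Medium: 25 mM sodium phosphate pH 7.4, 150 mM NaCl, TCEP, IgG, Thesit. Read-out: percent inhibition from loss of millipolarization. Measured by: FP readout, S and P plane fluorescence. Probe or stimulus: fluorescent TMR peptide probe.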
dFosB act – activators of delta FosB homodimer, primary screen, biochemical, fluorescence polarization, TAMRA-CDK5 oligo, single point; AID 493131, 2011; 340,000 tested, 0.99% active; purified delta FosB; percent of positive-control signal above neutral wells; activation, % at 25 µM; Protein FosB (Mus musculus), P13346;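 active = mean activation above about 17%, with every replicate also reaching it, limit read from the data, passing the limit was not always enough; inconclusive = only one of the two conditions met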;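 note: fluorescence polarization rise as delta FosB binds a TAMRA Cdk5 AP-1 oligo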
Rtt109 Vps75 – inhibitors of C. albicans Rtt109/Vps75 HAT, primary screen, biochemical, ThioGlo CoA-SH fluorescence, plate reader. Histone acetyltransferase RTT109 (Candida albicans (strain SC5314 / ATCC MYA-2876)), …. purified Rtt109/Vps75, 4 h. inhibition, % at 34.9 µM. 330,000 tested, 0.16% active. AID 540336, 2011;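 active = inhibition of at least 50% in every replicate; inconclusive = best replicate reaches 50% inhibition but some replicates fall short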
Target sequence (Q5AAJ8 whole entry, looked up): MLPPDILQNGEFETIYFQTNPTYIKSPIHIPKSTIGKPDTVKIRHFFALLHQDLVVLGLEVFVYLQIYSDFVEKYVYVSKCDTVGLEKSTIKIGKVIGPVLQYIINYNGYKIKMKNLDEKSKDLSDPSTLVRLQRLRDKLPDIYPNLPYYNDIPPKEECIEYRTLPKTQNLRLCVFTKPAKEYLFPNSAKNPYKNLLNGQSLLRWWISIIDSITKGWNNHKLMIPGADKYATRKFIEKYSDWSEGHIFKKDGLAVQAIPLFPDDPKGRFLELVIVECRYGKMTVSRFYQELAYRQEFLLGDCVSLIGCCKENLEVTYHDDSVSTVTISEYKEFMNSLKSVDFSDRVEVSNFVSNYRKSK
* hit, by the source's call; i = inactive; ? = inconclusive; · = no result given.

item	Wnt bcat act	CAL PDZ FP-1	RTF Ca sens act	CDK5 inh	Tat transport	MITF act	V-ATPase pH	CAL PDZ FP-2	dFosB act	Rtt109 Vps75	mol
1	-4	-3	-1	-1.8	0	-2	0	-0.5	-10	-1	CCOC(=O)c1ccoc1CN1CCN(S(=O)(=O)c2ccc(C)c(C)c2)CC1
2	-1	0	4	0.6	-5	14	-2	-0.2	15	0	Cc1cccc2c(N)c3c(nc12)N(C)CC3
3	1	-5	-1	0.3	-6	-15	0	0.5	3	5	COc1cc(C(C[N+](=O)[O-])c2c(C)[nH]c3ccccc23)ccc1O (stereo unspecified)
4	·	·	0	1.2	7	87*	2	-0.8	1	-6	COc1ccc(-c2cc(C(=O)NCC(C)C)no2)cc1
5	8	-15	0	-1.5	3	17	-3	-3.4	-4	-5	Cc1ccc(NC(=O)c2ccccc2)cc1C
6	15	-4	5	-0.8	2	50	-3	-1.3	?	i	COc1cccc2sc3cc(NCCCN4CCOCC4)ccc3c(=O)c12
7	9	0	1	2.2	7	7	1	-1.0	0	-5	COc1ccccc1COCC(O)CNCCc1ccc(C(F)(F)F)cc1 (stereo unspecified)
8	19	0	-4	-2.0	-7	32	5	-2.3	-3	-3	COC(=O)C1=C(NC(=O)COc2ccc(Cl)cc2Cl)CCS1
9	·	-4	-9	0.2	-6	-97	1	-1.3	-8	-6	CC1C/C(=C\c2cccnc2)C(=O)/C(=C/c2cccnc2)C1 (stereo unspecified)
10	0	-4	4	-0.6	0	-14	-3	-0.2	-6	0	O=C(CNC(=O)c1cccs1)OCC(=O)c1ccccc1Cl
11	-1	6	5	5.8	4	0	-1	0.0	-4	16	Cc1cc(S(=O)(=O)NC[C@H]2O[C@@H](n3cnc4c(N)ncnc43)[C@H](O)[C@@H]2O)c(C)s1
12	-4	-1	3	1.3	-5	5	-2	0.7	2	-6	O=C(Cn1c(=O)n(-c2ccccc2)c(=O)c2sccc21)N1CCCC1
13	0	-1	3	-0.3	-2	8	3	-1.9	-14	0	Cc1csc(=O)n1CC(=O)OCC(=O)N(CC(C)C)c1c(N)n(Cc2ccccc2)c(=O)[nH]c1=O
14	-3	2	-1	1.5	3	-1	-5	-1.8	-12	8	COc1ccc(CN(CC(=O)NCc2ccc(F)cc2)C(=O)CCC(=O)Nc2ccccn2)cc1
15	2	-1	1	0.6	-3	·	-2	-1.3	1	5	CN(c1ccccc1)c1nc(N)c([N+](=O)[O-])c(NC2CCCCC2)n1
16	·	1	-3	4.6	4	61	0	-0.9	26*	2	O=C(Nc1ccc(N2CCCC2)cc1)c1ccccc1F
17	-2	-2	3	-0.9	9	1	-1	-1.0	1	-1	COc1cc2cc(CCOC(=O)N3CCCCC3)oc(=O)c2cc1OC
18	·	0	-1	-0.8	-12	-2	-2	0.0	1	19	COc1ccc(OC)c(S(=O)(=O)Nc2cccnc2)c1
19	-16	1	8	0.8	-9	0	0	-3.1	-1	-9	Cc1nn(C(C)C(=O)O)c(=O)c2ccccc12 (stereo unspecified)
20	3	-7	-2	-6.7	13	5	0	-3.3	-28	0	Cc1nnc2ccc(-c3ccc(NC(=O)Cc4cccs4)cc3)nn12
21	-1	-3	-2	-0.5	-2	-4	-2	-0.8	-2	-2	Cc1oc(-c2ccc3c(c2)OCCO3)cc1C(=O)NC(Cc1ccccc1)C(=O)O (stereo unspecified)
22	3	0	-4	-0.6	4	-3	-1	-3.4	-2	-5	COC(=O)c1sccc1NC(=O)c1c(Cl)cnn1C
23	-2	-1	9	1.1	1	0	1	-0.9	-1	0	CCOc1cccc(N2C(=O)CC(NCc3ccc(S(N)(=O)=O)cc3)C2=O)c1 (stereo unspecified)
24	-1	-7	5	2.7	-3	-19	-4	0.0	-4	10	COc1ccc(C(=O)Nc2cc(Cl)ccc2-n2cncn2)c(OC)c1OC
25	-3	0	-5	-1.1	-4	-5	-2	-2.2	0	12	Cc1ccc(C)c(S(=O)(=O)NCC(=O)Nc2ccc3c(c2)OCO3)c1

In the list so far, 2 have a COOH group:
item	Wnt bcat act	CAL PDZ FP-1	RTF Ca sens act	CDK5 inh	Tat transport	MITF act	V-ATPase pH	CAL PDZ FP-2	dFosB act	Rtt109 Vps75	mol
19	-16	1	8	0.8	-9	0	0	-3.1	-1	-9	Cc1nn(C(C)C(=O)O)c(=O)c2ccccc12 (stereo unspecified)
21	-1	-3	-2	-0.5	-2	-4	-2	-0.8	-2	-2	Cc1oc(-c2ccc3c(c2)OCCO3)cc1C(=O)NC(Cc1ccccc1)C(=O)O (stereo unspecified)

Further records.
item	Wnt bcat act	CAL PDZ FP-1	RTF Ca sens act	CDK5 inh	Tat transport	MITF act	V-ATPase pH	CAL PDZ FP-2	dFosB act	Rtt109 Vps75	mol
26	-3	-2	4	0.7	-3	0	-2	-1.8	-3	1	CCOC(=O)c1c(CS(=O)(=O)c2ccccc2)n(C)c2cc(Br)c(O)c(CN(C)C)c12
27	-1	3	-2	0.4	2	·	0	-2.0	-20	-64	Cc1cccn2c(=O)c(C=NCCO)c(NCc3ccco3)nc12
28	10	1	-1	-0.4	-5	·	1	1.6	-17	-3	Cc1cc(NS(=O)(=O)c2ccc(NC(=O)c3cnc4scc(C)n4c3=O)cc2)nc(C)n1
29	-4	·	6	-1.9	14	-3	-1	-0.7	?	-8	O=C1c2ccccc2S(=O)(=O)N1CCCN1C(=O)c2ccccc2S1(=O)=O
30	-1	-4	2	0.1	5	·	1	-0.5	0	-6	CCC(C)Sc1nc2c(c(=O)[nH]c(=O)n2C)n1C (stereo unspecified)
31	-1	-3	-4	0.1	-1	18	0	-0.9	-1	4	COC(=O)c1cnc2c(c1C(=O)OC)c(=O)n(C)c(=O)n2C
32	0	6	0	-1.0	-4	-3	0	-0.1	-1	-2	O=C(N(c1ccccn1)c1ccccn1)C12CC3CC(CC(Cl)(C3)C1)C2
33	-2	1	-1	0.6	4	64	-1	0.5	1	5	C=CCOc1ccc(/C(O)=C2/C(=O)C(=O)N(CCCn3ccnc3)C2c2cccs2)cc1 (stereo unspecified)
34	·	2	-8	-2.7	7	20	-1	-1.4	-3	4	N/C(=N\OC(=O)COc1ccc2ccccc2c1)c1ccncc1
35	-4	-2	0	-1.4	-2	1	-2	-2.7	-6	-3	CCOC(=O)c1ccc(S(=O)(=O)NC2CC2)cc1
36	·	6	2	0.6	-9	8	1	0.9	-1	2	CC1CCCC(C)N1/N=C/c1cc(Br)cc(Br)c1O (stereo unspecified)
37	-1	-7	-7	-2.6	-6	3	0	-2.8	-5	23	CCc1nnc(NS(=O)(=O)c2ccc(NC(=S)NC(=O)c3ccc(OC)cc3)cc2)s1
38	·	-6	-6	1.5	-5	-4	-6	-1.9	-4	3	CCCn1cc(NC(=O)C2CC(c3cccc(Br)c3)=NO2)cn1 (stereo unspecified)
39	·	·	-2	3.4	-2	12	-9	-1.1	-6	-3	CC(=O)c1c(O)cc(C)n(Cc2ccccc2)c1=O
40	-1	0	-2	2.4	0	·	1	1.2	1	2	O=C(CCN1C(=O)[C@@H]2Cc3ccccc3CN2C1=O)N[C@@H](C(=O)O)c1ccccc1
41	-4	-1	-1	-3.5	-2	4	0	0.2	-3	-8	CCOc1cc(S(=O)(=O)NC2CCCCC2)ccc1F
42	·	·	0	-0.2	-2	4	-2	-2.0	-2	-5	Cc1cccc(-n2nc3c(c2NC(=O)c2ccc(S(=O)(=O)N4CCOCC4)cc2)CSC3)c1C
43	1	-1	1	0.6	-3	-6	-1	-0.8	-1	7	CCN(CC)C(=O)c1cc(Cl)ccn1
44	0	-5	4	-2.3	0	-4	-1	-5.2	-3	6	COc1ccc(CNC(=O)C(C)OC(=O)CO/N=C(\C)c2ccc3c(c2)OCO3)cc1 (stereo unspecified)
45	1	5	1	-1.1	-6	-10	3	-0.6	5	7	Nc1nnc(SCC(=O)OCC(=O)c2ccccc2Br)s1
46	2	-1	11	0.9	-5	7	0	-1.5	-4	-7	CC(=O)c1ccc(NC(=O)C(C)OC(=O)CCCN=C2NS(=O)(=O)c3ccccc32)cc1 (stereo unspecified)
47	-5	-2	-4	0.9	-3	-6	4	0.2	0	1	COc1ccc(N2CCN(S(=O)(=O)c3ccc4c(c3)NC(=O)C(C)S4)CC2)cc1 (stereo unspecified)
48	·	-5	-5	-1.0	-7	6	1	·	-6	-4	c1ccc2c(c1)oc1c(NCCN3CCOCC3)ncnc12
49	-4	0	2	-0.3	2	-5	6	-0.5	-13	10	COc1ccc(C(=O)N/C(=C\c2ccccc2)C(=O)NCc2cccnc2)cc1
50	-1	-2	-1	0.9	-12	-3	0	-0.8	-8	-2	CCOc1cc2[nH]c(=S)n(CCC(=O)NCc3ccco3)c(=O)c2cc1OCC
51	·	-4	9	1.1	-5	-3	-1	-2.8	-3	3	CC(C)(C)NC(=O)/C(=C\c1cccnc1)NC(=O)c1ccco1
52	-1	-3	-2	0.3	-6	4	-1	-0.2	2	1	O=C(c1ccccc1)N(C1=NCCCCS1)c1ccccc1

Screening data deposited in PubChem BioAssay by several laboratories.
